PPC-1+TRAIL kill: PPC-1 cancer cell killing with TRAIL present; 220,000 tested, 0.41% active; cell killing (% activity), % at 4 µM; PPC-1 cells + TRAIL, ATPLite viability luminescence;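 active = cell killing above 50% in the first pass at 4 µM, then a duplicate retest at 5 µM averaging 50% or more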;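 also: plate controls were cells with TRAIL plus DMSO for no effect and medium-only wells lacking cells for full effect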
BaF3 tox: parental Ba/F3 viability inhibition as JAK2V617F counter-screen; CellTiter-Glo ATP luminescence; inhibition, % at 5.6 µM; 220,000 tested, 1.1% active;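 active = inhibition above a per-campaign cutoff, the mean inhibition of all tested compounds plus 3 SD, cut at about 27% in these data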;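 also: 0% = DMSO wells and 100% = JAK Inhibitor I control wells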
Tb hexokinase: T. brucei hexokinase 1 inhibition; 220,000 tested, 0.11% active; recombinant TbHK1, G6PDH-coupled NADH A340; inhibition, % at 10 µM;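 active = inhibition of 50% or more in the single-dose primary screen; inactive = inhibition below 50%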
RBBP9 inh: blocks human serine hydrolase RBBP9 | recombinant RBBP9, FP-Rh probe fluorescence polarization | inhibition, % at 7.94 µM | O75884 | 220,000 tested, 0.2% active;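 active = inhibition above the campaign mean of all tested compounds plus 3 SD, cut at about 14% in these data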;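 also: plate controls were DMSO wells with RBBP9 for no effect and wells lacking RBBP9 protein for full effect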
Target sequence (O75884 whole entry, looked up): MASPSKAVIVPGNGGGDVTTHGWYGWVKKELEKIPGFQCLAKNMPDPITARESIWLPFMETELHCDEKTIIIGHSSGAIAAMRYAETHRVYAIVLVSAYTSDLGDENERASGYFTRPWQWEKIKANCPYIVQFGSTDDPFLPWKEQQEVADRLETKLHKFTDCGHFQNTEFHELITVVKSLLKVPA
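Assay system: recombinant human RBBP9; Reagent: Serine-hydrolase probe FP-Rh, 375 nM pre-mixing; Doses: 7.94 µM single dose, 0.794% DMSO; Incubation: 30 min then 45 min, 25 °C; Detection: fluorescence polarization (mP), excitation 525 nm, emission 598 nm; Evaluation: percent inhibition from mP, scaled between DMSO and no-protein wells.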
p97 ATPase inh: blocks human p97 ATPase activity; recombinant p97 ATPase, Kinase-Glo ATP luminescence, 3 h; P55072; 220,000 tested, 0.42% active; inhibition, % at 8 µM; in the data active = inhibition above about 15%;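 also: 0% = DMSO vehicle and 100% = wells lacking enzyme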
PGE2 EP2 inh: blocks the human prostaglandin E2 receptor EP2; C6 glioma cells expressing human EP2, cAMP TR-FRET; cells stimulated with saturating PGE2; 260,000 tested, 0.52% active; P43116; inhibition, % at 25 µM;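 active = percent inhibition above 40 after rounding to a whole number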;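 also: rat C6 glioma host cells with rolipram phosphodiesterase inhibitor present; the protocol text gives 20 µM as final concentration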
Furin inh: inhibitors of human furin. P09958. purified furin, fluorogenic substrate cleavage. inhibition, % at 30 µM. 220,000 tested, 0.061% active; in the data active = inhibition above about 25%; also: inactives centre near -15
Target sequence (P09958 108-714 limits assumed): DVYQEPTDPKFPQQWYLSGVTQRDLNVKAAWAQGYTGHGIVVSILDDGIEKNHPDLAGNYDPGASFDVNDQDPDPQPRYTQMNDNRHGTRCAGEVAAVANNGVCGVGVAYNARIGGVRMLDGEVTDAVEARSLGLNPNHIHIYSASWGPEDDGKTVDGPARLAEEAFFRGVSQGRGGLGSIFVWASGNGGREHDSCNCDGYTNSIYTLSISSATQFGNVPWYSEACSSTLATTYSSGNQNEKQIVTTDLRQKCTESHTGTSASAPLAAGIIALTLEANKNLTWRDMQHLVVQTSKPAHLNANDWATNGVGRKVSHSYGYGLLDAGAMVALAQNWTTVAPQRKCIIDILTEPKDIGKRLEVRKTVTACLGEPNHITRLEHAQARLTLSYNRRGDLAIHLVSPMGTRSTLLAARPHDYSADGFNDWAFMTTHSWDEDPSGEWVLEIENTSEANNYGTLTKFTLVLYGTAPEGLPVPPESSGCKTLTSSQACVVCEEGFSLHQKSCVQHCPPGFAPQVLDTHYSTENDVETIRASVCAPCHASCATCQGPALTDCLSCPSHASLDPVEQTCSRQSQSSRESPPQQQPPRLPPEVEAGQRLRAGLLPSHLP
Ba/F3 V617F tox: lowers viability of Ba/F3 cells expressing EpoR and JAK2V617F | ATP luminescence | inhibition, % at 5.6 µM | 220,000 tested, 1.1% active | AID 1446;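 active = inhibition above the campaign mean plus 3 SD over all tested compounds, cut at about 24% in these data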;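 also: cytokine-independent growth of Ba/F3 cells driven by EpoR plus mutant JAK2; 0% = DMSO-treated cells and 100% = JAK inhibitor I control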
NCF1 inh: inhibitors of human p47phox binding. p47phox/p22phox peptide binding, fluorescence polarization, 2 h. inhibition, % at 24.7 µM. 220,000 tested, 0.53% active. AID 1274;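 active = inhibition above about 30%, limit read from the data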;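 also: 0% = p47phox with labelled peptide and 100% = labelled peptide alone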
* = called active by the depositor; . = not tested or not shown; & = joins results of further samples; [ ] = remark or other dose. Only part of the results is shown, so the mix of outcomes need not match the whole.

SMILES | PPC-1+TRAIL kill | BaF3 tox | Tb hexokinase | RBBP9 inh | p97 ATPase inh | PGE2 EP2 inh | Furin inh | Ba/F3 V617F tox | NCF1 inh
COc1ccc(N(C(=O)Cn2nnc(-c3ccccc3F)n2)C(C(=O)NCC2CCCO2)c2ccc(Cl)cc2)cc1 (stereo not given) | -6 | 4 | 17 | -3 | 5 | 8 | -25 | -3 | 5
CCC(CO)NC(=O)c1cccc(S(=O)(=O)N2c3ccccc3CC2C)c1 (stereo not given) | 5 | 2 | 0 | -1 | 2 | 38 | -20 | -1 | -1
O=C(c1ccc(COc2ccc(Cl)cc2)o1)N1CCN(Cc2ccc3c(c2)OCO3)CC1 | 30 | 9 | -8 | -3 | -14 | 19 | -9[20 µM] | 6 | -7
Cc1cc(OC(=O)c2ccc(S(=O)(=O)N3CCCC3)cc2)c([N+](=O)[O-])c(=O)[nH]1 | 29 | 4 | -8 | -1 | 6 | 5 | -20 | -4 | -4
Nc1nc(SCC(=O)Nc2ccc([N+](=O)[O-])cc2)n[nH]1 | -9 | 2 | -15 | -7 | -7 | 6 | -6 | 1 | 6
N#Cc1ccc(C23CC4(C2)[C@H](CN(CC2CCCCC2)[C@@H]4c2ccccc2)C3c2ccccc2)cc1 (stereo not given in full) | 14 | . | 7 | . | . | 17 | -28 | . | -29
Fc1cccc(-n2c(-c3cccs3)nc3nc4ccccc4nc32)c1 | 35 | -4 | -36 | 0 | 6 | 7 | -24 | -4 | 9
N#CCCn1nnc(-c2ccccc2F)n1 | -31 | 3 | 1 | -11 | 2 | 5 | -14[20 µM] | -2 | -9
CCNC(=S)N(Cc1ccc(OC)cc1)C1CC(=O)N(c2ccc(OCC)cc2)C1=O (stereo not given) | 17 | 2 | -7 | -2 | -1 | 6 | -8[20 µM] | 3 | -6
Cc1onc(-c2ccccc2)c1C(=O)NC(=S)NNC(=O)c1cccnc1 | 10 | 11 | 37 | -2 | -1 | 8 | -6 | 3 | -14
O=[N+]([O-])c1ccccc1C1Nc2cccc3cccc(c23)N1 | 6 | 100* | -10 | 32* | 9 | 7 | -7[20 µM] | 79* | 4
CSc1nc2ccccc2n1CC(=O)Nc1ccc(C)c(C)c1 | -3 | 7 | 4 | -3 | 2 | 6 | -12 | 3 | -10
CC(=O)c1sc2nc(C)c3c(c2c1N)CCCC3 | 8 | 1 | -7 | -10 | -4 | 5 | -7 | -2 | 2
Cc1ccc(CN2CCN(Cc3ccccc3C(F)(F)F)CC2)cc1 | 6 | 2 | 5 | -2 | -1 | . | -13[20 µM] | 0 | 0
O=C(NCc1ccccc1Cl)C1CCC(CNc2c(N3CCOCC3)c(=O)c2=O)CC1 (stereo not given) | -2 | 1 | -8 | -6 | 4 | 8 | -28 | -5 | -10
CC(C)(C)/C(Cn1cncn1)=N\OC(=O)Nc1ccc(Cl)cc1 | -9 | 8 | -2 | -14 | 2 | 6 | -36 | 1 | -10
C/C(=N\Nc1nc(C)cc(=O)[nH]1)C1CC1 | 6 | 5 | -3 | -9 | -6 | 1 | -21 | 1 | 2
CC(C)c1nnc(SCC(=O)NCc2ccco2)n1C | 1 | -3 | 2 | 6 | 2 | 9 | -9[20 µM] | 1 | -10
CC(C)(C)NC(=O)COC(=O)c1cc(Cl)ccc1[N+](=O)[O-] | 12 | 1 | 2 | -3 | 2 | 9 | -18 | -2 | -1
Cc1cc2nc(-c3cccc(NC(=O)c4ccc(Br)o4)c3)oc2cc1C | -1 | 4 | -31 | 3 | 0 | 6 | -18[20 µM] | -3 | -19
O=C(/C=C/c1cn(-c2ccccc2)nc1-c1cccnc1)N1CCCC1 | 28 | -1 | -7 | -8 | 2 | 7 | -15 | 11 | -5
Cc1onc(-c2ccccc2)c1C(=O)Nc1cc(C(F)(F)F)ccc1N1CCOCC1 | 10 | 81* | -2 | -9 | 1 | 17 | -8 | 84* | -8
C=CCn1c(=O)c(C(C)=O)cn(N(C)c2ncc(C(F)(F)F)cc2Cl)c1=O | 10 | 1 | -5 | -1 | 4 | 6 | -25 | -4 | -6
CCOc1cc(/C=C2\NC(=S)N(c3c(C)n(C)n(-c4ccccc4)c3=O)C2=O)ccc1O | -16 | 5 | -12 | -13 | -3 | 7 | 11 | 4 | -104
CCc1cc(=O)[nH]c(SCCC(F)=C(F)F)n1 | 7 | 8 | -5 | -3 | 0 | 3 | -12 | 4 | 5
Going on with the list.
SMILES | PPC-1+TRAIL kill | BaF3 tox | Tb hexokinase | RBBP9 inh | p97 ATPase inh | PGE2 EP2 inh | Furin inh | Ba/F3 V617F tox | NCF1 inh
c1ccc(CCSc2nccn2-c2ccccc2)cc1 | 16 | 4 | 6 | -4 | -5 | 17 | -8[20 µM] | -3 | -2
Cc1nnsc1C(=O)NNc1c(Cl)cccc1Cl | -13 | -3 | -10 | 0 | 7 | 14 | -9 | -3 | -4
CSc1nc(N)nc(SCCS(=O)(=O)c2ccc(Cl)cc2)c1C#N | 28 | -1 | -4 | -7 | 1 | 5 | -15[20 µM] | -3 | -9
O=c1oc(Nc2ccccc2F)nc2ccccc12 | 7 | 10 | -1 | -3 | -3 | 8 | -14 | 4 | -3
O=C(NN=C1CCN(Cc2ccccc2)CC1)c1cc(Br)ccc1O | 3 | 8 | -4 | -6 | 1 | 6 | -32 | 2 | 9
CCOC(=O)c1ccccc1NC(=O)Cn1cnc2c(cnn2C(C)(C)C)c1=O | -3 | 1 | 2 | -6 | 7 | 2 | -15 | -6 | -8
COC(=O)c1sc(S(=O)(=O)NCc2ccccc2)c(C(=O)OC)c1C | -19 | 4 | -4 | -4 | 0 | 6 | -8[20 µM] | -4 | -7
C/C(=N\NC(=O)CNc1cccc2ccccc12)c1ccccc1 | 9 | 11 | -17 | 2 | 0 | 4 | -19 | 5 | -1
COC(=O)c1cc2sccc2n1Cc1nc(-c2cccc(Cl)c2)oc1C | 10 | 3 | -7 | -7 | 2 | 10 | -18 | -4 | -14
Clc1ccc(/C=N/Nc2ccccn2)cc1 | 10 | 1 | -31 | -9 | -4 | 8 | -12 | 1 | -1
Fc1ccc(Cn2cccc2C2=NC(c3ccccc3)CO2)cc1 (stereo not given) | 7 | -2 | 1 | -9 | 2 | 1 | -16 | -5 | -4
COc1ccc(N(CC(=O)NCCSC(C)(C)C)S(C)(=O)=O)c(OC)c1 | 11 | 0 | 1 | -12 | -6 | 6 | -16[20 µM] | 3 | 5
CCCOc1ccc(/C=N/Nc2ccccc2[N+](=O)[O-])c(OCCC)c1 | 4 | 5 | -9 | -1 | 5 | 4 | -2 | 0 | -19
COc1cccc(CC(=O)Nc2cc(S(=O)(=O)N3CCOCC3)ccc2N2CCOCC2)c1 | 17 | 1 | 8 | -5 | -4 | 7 | -9 | 3 | 1
O=c1cc(-c2ccccc2)c2ccc(O)c(CN3CCCCC3)c2o1 | 17 | 0 | -29 | -6 | 3 | 2 | -20[20 µM] | -2 | -16
Cc1nnsc1C(=O)N/N=C/c1cccc(C(F)(F)F)c1 | 17 | 4 | 8 | -4 | -1 | 3 | 1 | 2 | -12
Cc1cc(Cl)c(S(=O)(=O)NCCC(=O)O)cc1OCC(N)=O | 15 | 6 | -2 | 0 | -1 | 11 | -10[20 µM] | -1 | -7
COc1ccccc1-c1c(C)nn2c(C)cc(C)nc12 | -6 | -1 | -5 | 0 | 1 | 8&10 | -13 | -3 | -36
CCOC(=O)C1(CCCc2ccccc2)CCN(C(=O)CCc2cnn(C)c2)CC1 | . | -1 | -14 | -4 | -3 | 11 | -18 | -3 | 7
CC(=O)Nc1ccc(NC(=S)Nc2ccccc2)cc1 | 23 | 0 | -2 | -9 | 2 | 12 | -10[20 µM] | -2 | -12
O=C(NNc1cccc(Cl)n1)c1ccc(Cl)cc1Cl | 18 | 1 | -1 | -2 | 4 | 1 | -14 | 4 | -14
Cc1cccc(Cc2nnc(CCC(=O)N(C)C3CCOC3)o2)c1 (stereo not given) | 9 | 5 | -1 | -8 | 2 | 7 | -20 | -1 | -7
Cc1c(NC(=O)c2ccco2)cccc1C(=O)NN1C(=O)c2ccccc2C1=O | 21 | 6 | 4 | -4 | 2 | 6 | -29 | -1 | -5
O=C(CSc1n[nH]c(-c2ccccc2)n1)NC(=O)NCc1ccco1 | 10 | 3 | 2 | -6 | 6 | 18 | -11[20 µM] | -3 | -21
CCCN1CCN(c2nc3c([nH]2)c(=N)ncn3CC(O)CO)CC1 (stereo not given) | 6 | 6 | 9 | 1 | -5 | 11 | -13 | 2 | -11
O=C(Nc1cccnc1)c1ccc(-c2cc(Cl)ccc2Cl)o1 | 3 | 5 | -1 | -6 | -5 | 32 | -13 | 4 | -6
COc1cccc(C(=O)Nc2nnc(-c3cccs3)s2)c1 | 44 | 7 | -32 | -1 | -2 | 21 | -18[20 µM] | 3 | -13
O=C(CSc1nnc(SCc2ccccc2Cl)s1)N/N=C/c1ccc(C(=O)O)cc1 | 1 | 3 | -8 | -1 | 2 | 16 | -9 | -2 | -31

Sorted by count of non-hydrogen atoms (low to high): twelve of the compounds above
SMILES | PPC-1+TRAIL kill | BaF3 tox | Tb hexokinase | RBBP9 inh | p97 ATPase inh | PGE2 EP2 inh | Furin inh | Ba/F3 V617F tox | NCF1 inh
CC(=O)c1sc2nc(C)c3c(c2c1N)CCCC3 | 8 | 1 | -7 | -10 | -4 | 5 | -7 | -2 | 2
O=C(NNc1cccc(Cl)n1)c1ccc(Cl)cc1Cl | 18 | 1 | -1 | -2 | 4 | 1 | -14 | 4 | -14
CC(C)c1nnc(SCC(=O)NCc2ccco2)n1C | 1 | -3 | 2 | 6 | 2 | 9 | -9[20 µM] | 1 | -10
CC(C)(C)NC(=O)COC(=O)c1cc(Cl)ccc1[N+](=O)[O-] | 12 | 1 | 2 | -3 | 2 | 9 | -18 | -2 | -1
Cc1cc(Cl)c(S(=O)(=O)NCCC(=O)O)cc1OCC(N)=O | 15 | 6 | -2 | 0 | -1 | 11 | -10[20 µM] | -1 | -7
CSc1nc2ccccc2n1CC(=O)Nc1ccc(C)c(C)c1 | -3 | 7 | 4 | -3 | 2 | 6 | -12 | 3 | -10
Fc1ccc(Cn2cccc2C2=NC(c3ccccc3)CO2)cc1 (stereo not given) | 7 | -2 | 1 | -9 | 2 | 1 | -16 | -5 | -4
Cc1cc2nc(-c3cccc(NC(=O)c4ccc(Br)o4)c3)oc2cc1C | -1 | 4 | -31 | 3 | 0 | 6 | -18[20 µM] | -3 | -19
CCC(CO)NC(=O)c1cccc(S(=O)(=O)N2c3ccccc3CC2C)c1 (stereo not given) | 5 | 2 | 0 | -1 | 2 | 38 | -20 | -1 | -1
Cc1cc(OC(=O)c2ccc(S(=O)(=O)N3CCCC3)cc2)c([N+](=O)[O-])c(=O)[nH]1 | 29 | 4 | -8 | -1 | 6 | 5 | -20 | -4 | -4
CCOC(=O)c1ccccc1NC(=O)Cn1cnc2c(cnn2C(C)(C)C)c1=O | -3 | 1 | 2 | -6 | 7 | 2 | -15 | -6 | -8
CCNC(=S)N(Cc1ccc(OC)cc1)C1CC(=O)N(c2ccc(OCC)cc2)C1=O (stereo not given) | 17 | 2 | -7 | -2 | -1 | 6 | -8[20 µM] | 3 | -6
